697 NFkB inh – inhibitors of PMA/ionomycin-induced NF-kB reporter, 697 cells, primary screen, B-cell NF-kB inhibitor project, cell-based, luminescence, uHTS. 697 B-cell NF-kB luciferase reporter, 16 h. inhibition, % at 4 µM. AID 435022, 2010. actives 0.33% (n = 330,000); in the data active = inhibition above about 35%
TIM10 inh – growth inhibitors of isogenic TIM10 control yeast, primary screen, counter-screen for tim10-1 yeast inhibitor project, luminescence, uHTS. S. cerevisiae TIM10 strain growth, BacTiter-Glo luminescence, 24 h. inhibition, % at 10 µM. actives 1.4% (n = 330,000). AID 463195, 2010;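 active = inhibition of 40% or more at the single tested concentration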;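 also: wild-type TIM10 isogenic control strain grown at permissive 25 °C; 0% = DMSO yeast wells and 100% = minimal medium wells without yeast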
Jurkat NFkB inh – inhibitors of induced NF-kB luciferase reporter, primary screen, TCR NF-kB activation inhibitor project, cell-based, luminescence, uHTS | Jurkat, PMA/ionomycin-induced NF-kB luciferase reporter | inhibition, % at 4 µM | actives 0.53% (n = 330,000) | AID 435003, 2010; in the data active = inhibition above about 50%
UPR XBP1 act – activators of adaptive XBP1 UPR arm, primary screen, cell-based, CHO-XBP1 luciferase reporter, luminescence, uHTS. activation, % at 20 µM. actives 0.33% (n = 330,000). IRE1-XBP1 UPR activation; percent of tunicamycin response, DMSO as zero;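 active = versus positive control, 20 µM dose yields 30% or more activation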;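 also: 100% = tunicamycin at 10 µg/mL and 0% = DMSO only wells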
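Assay system: IRE1-XBP1 luciferase reporter CHO line. Input: 1000 cells/well. Buffer or medium: F12 with 10% serum. Doses: 20 µM, 1% DMSO. Times: overnight seeding at 37 °C, 6 h compound treatment at 37 °C. Technique: Steady-Glo luciferase glow luminescence, 10 min after reagent addition.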
CHOP UPR activ – activators of apoptotic CHOP UPR arm, primary screen, cell-based, CHO-CHOP luciferase reporter, luminescence, uHTS; activation, % at 10 µM; AID 449763, 2010; actives 0.34% (n = 330,000); UPR activation; percent of tunicamycin response over DMSO baseline;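 active = at 10 µM dose, activation of 40% or more, normalized to positive control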;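 also: 100% = tunicamycin at 10 µg/mL and 0% = DMSO alone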
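Evaluation: % reporter activation, DMSO baseline versus tunicamycin full activation; System: CHO-CHOP luciferase reporter cell line; Input: 500 cells/well; Incubation: 6 h compound treatment, 37 °C; Measured by: Steady-Glo luciferase luminescence; Dosing: one dose, 10 µM in 0.5% DMSO; Buffer or medium: F12 medium, 10% FBS; Benchmarks: positive tunicamycin 10 µg/mL, negative DMSO alone.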
tim23-1 inh – growth inhibitors of tim23-1 mutant yeast, primary screen, luminescence, uHTS; S. cerevisiae tim23-1 growth, BacTiter-Glo luminescence, 24 h; inhibition, % at 20 µM; actives 1.3% (n = 330,000); AID 463212, 2010;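 active = growth inhibition of the mutant yeast at or above 50%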;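 also: temperature-sensitive mutant grown at 25 °C; plate controls were DMSO-treated mutant yeast for no effect and medium wells lacking yeast for full effect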
tim10-1 inh – growth inhibitors of tim10-1 mutant yeast, primary screen, luminescence, uHTS; S. cerevisiae tim10-1 ts strain growth, BacTiter-Glo, 24 h; inhibition, % at 20 µM; actives 2.2% (n = 330,000);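 active = inhibition of at least 40%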;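 also: mutant grown at 25 °C; 0% = DMSO wells with yeast and 100% = wells holding no yeast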
Mdm2 MdmX PPI – inhibitors of human Mdm2-MdmX association, primary screen, cell-based, luminescence, split luciferase, SaOS-2, uHTS; Protein Mdm4 (Homo sapiens) + E3 ubiquitin-protein ligase Mdm2 (Homo sapiens), …; AID 485346, 2010; SaOS-2 split-luciferase Mdm2/MdmX complementation; actives 3% (n = 330,000); inhibition, % at 8 µM;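 active = inhibition of at least 50% at 8 µM in the primary screen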
Target sequence (O15151 whole entry, looked up): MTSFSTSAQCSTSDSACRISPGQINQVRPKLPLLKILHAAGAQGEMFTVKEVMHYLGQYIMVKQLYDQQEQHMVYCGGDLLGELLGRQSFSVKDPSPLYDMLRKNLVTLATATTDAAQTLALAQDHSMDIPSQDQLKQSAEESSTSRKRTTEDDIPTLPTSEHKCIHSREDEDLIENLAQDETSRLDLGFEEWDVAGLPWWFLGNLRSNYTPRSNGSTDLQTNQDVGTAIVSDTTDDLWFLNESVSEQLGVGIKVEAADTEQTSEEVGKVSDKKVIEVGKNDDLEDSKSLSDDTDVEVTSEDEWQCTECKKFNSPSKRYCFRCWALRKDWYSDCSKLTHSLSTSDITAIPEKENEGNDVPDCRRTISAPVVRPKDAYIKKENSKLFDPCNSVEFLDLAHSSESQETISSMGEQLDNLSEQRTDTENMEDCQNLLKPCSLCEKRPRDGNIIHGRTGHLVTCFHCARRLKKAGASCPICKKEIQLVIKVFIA
Target sequence (Q00987 whole entry, looked up): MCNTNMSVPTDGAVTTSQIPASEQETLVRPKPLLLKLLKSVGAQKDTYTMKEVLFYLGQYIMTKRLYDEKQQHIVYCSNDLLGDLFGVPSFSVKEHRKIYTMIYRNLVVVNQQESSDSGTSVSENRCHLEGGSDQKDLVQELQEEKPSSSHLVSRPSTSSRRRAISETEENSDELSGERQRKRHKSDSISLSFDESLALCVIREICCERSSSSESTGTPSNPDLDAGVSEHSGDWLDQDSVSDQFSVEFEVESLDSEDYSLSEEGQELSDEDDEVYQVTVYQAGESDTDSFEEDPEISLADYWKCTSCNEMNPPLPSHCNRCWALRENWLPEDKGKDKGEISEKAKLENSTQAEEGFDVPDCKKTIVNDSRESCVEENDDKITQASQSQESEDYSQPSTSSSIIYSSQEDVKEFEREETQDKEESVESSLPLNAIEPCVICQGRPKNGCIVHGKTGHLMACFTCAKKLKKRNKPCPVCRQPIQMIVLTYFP
* hit, by the source's call; . = no result given.

entry	SMILES	697 NFkB inh	TIM10 inh	Jurkat NFkB inh	UPR XBP1 act	CHOP UPR activ	tim23-1 inh	tim10-1 inh	Mdm2 MdmX PPI
1	CC1CC(C)(C)CC2(C1)NC(=O)N(CC(=O)NC1CCCc3ccccc31)C2=O (stereo unspecified)	11	3	-1	-2	-2.0	2	2	-13
2	O=C(Nc1ccc(F)cc1)C(c1ccccc1)N1CCN(C(=O)c2ccco2)CC1 (stereo unspecified)	11	14	2	3	0.2	12	0	17
3	Cn1c(C(=O)N2CCN(c3ccccc3)CC2)cc2cc(Cl)ccc21	-17	17	-47	-2	2.2	35	10	17
4	CC[C@]12c3[nH]c4ccc(Cl)cc4c3CCN1C(=O)[C@@H](CC(=O)NCCCOC)C[C@@H]2C(=O)N1CCN(C(=O)C2CC2)CC1	3	9	.	0	0.9	32	9	9
5	Nc1nc(COc2ccc(Cl)cc2)cs1	-38	8	-26	1	2.8	4	10	-4
6	CCn1c(N2CCN(C(=O)c3ccco3)CC2)nc2ccccc21	-5	-1	0	-5	1.3	5	-1	-22
7	CCCC(=O)Nc1c(-c2ccccc2)c(=O)c(C)nn1-c1ccc(C)cc1	-6	-11	-15	-1	4.4	-19	-18	4
8	COc1ccc(S(=O)(=O)CCC(=O)NCCc2cccc(C)c2)cc1	23	0	-8	0	-1.3	19	14	13
9	N#CCCN(C(=O)COC(=O)c1nc(Cl)ccc1Cl)c1ccccc1	18	8	8	-2	-0.2	8	15	-6
10	Cc1ccc(S(=O)(=O)Nc2cccc(C(=O)NCC3CCCO3)c2)cc1F (stereo unspecified)	15	-6	2	-2	1.9	9	-3	11
11	O=[N+]([O-])c1cc(C(F)(F)F)ccc1NN=C1CCCC1	0	17	4	1	2.0	9	-6	16
12	[O-][n+]1onc2c3ccnnc3ccc21	-1	3	-6	4	-1.6	-11	-6	11
13	CCOC1C(=O)NC(=O)N1Cc1ccccc1 (stereo unspecified)	-4	-1	-8	-2	-0.2	-3	-11	22
14	CCC1(C)NC(=O)N(CC(=O)Nc2sc3c(c2C(=O)OC)CCCCC3)C1=O (stereo unspecified)	-9	8	6	1	-0.6	6	20	-1
15	CCn1c(SCC(=O)NCc2cccs2)nc2c1c(=O)n(C)c(=O)n2C	21	2	-10	1	-2.3	3	0	17
16	COC(=O)c1sccc1OCc1cccc(OC)c1	10	-1	-19	1	-1.8	10	7	16
17	Cc1cc(C)c(OCC(=O)OCC(=O)NC2CCCCCCC2)c(C)c1	2	4	11	-2	1.2	10	8	11
18	CCOc1ccc(CNC(=S)N/N=C\c2ccc([N+](=O)[O-])cc2)cc1	-20	8	-10	6	-0.1	8	19	6
19	C=CCn1c2ccccc2c2nnc(SC(CC)C(=O)Nc3sc4c(c3C#N)CCCC4)nc21 (stereo unspecified)	-8	15	7	3	2.0	34	17	5
20	CCn1c2ccccc2c2cc(C#N)c(N)nc21	4	-1	-15	3	-2.7	-24	-6	34
21	CCN(CCCNC(=O)CC(C(=O)N1CCc2ccccc21)n1ccnc1)c1cccc(C)c1 (stereo unspecified)	7	6	7	-4	-0.2	6	9	14
22	N#CCCN(C(=O)COC(=O)c1cc(S(=O)(=O)N2CCOCC2)ccc1Cl)c1ccc(F)cc1	5	4	0	-2	1.5	-17	-12	25
23	CCCCCCc1cc2cc(C(=O)OCC)c(=O)oc2cc1O	7	30	1	2	1.1	15	19	64*
24	COC(=O)CNC(=O)c1ccccc1[N+](=O)[O-]	-3	-7	-8	-3	-1.0	-12	-4	3
25	Cc1cc(C)c(S(=O)(=O)c2ccccc2Cl)c(Cl)n1	2	-15	-9	11	1.8	15	10	-11
26	Cc1csc(CNc2ncnc3ccc(-c4cccnc4)cc23)c1	-19	-28	1	-2	3.1	11	-32	12
27	Cc1ccc(N2CC(=O)N(NC(=O)Nc3ccc(Cl)c(Cl)c3)CC2=O)cc1	2	2	1	-3	-1.6	0	-8	17
28	O=C(OCC(=O)N1CCCc2ccccc21)c1ccc(Cl)nc1	4	1	-1	0	-0.2	5	0	-9
29	COc1ccc(NC(=O)COc2ccccc2Cl)cc1S(=O)(=O)N1CCCCC1	-15	4	-7	-6	-0.9	-11	11	21
30	CC(=O)Cn1c(CN2CCCCC2)nc2ccccc2c1=O	22	7	11	1	-1.1	3	4	9
31	Nn1c(SCc2ccc(Br)cc2)nnc1-c1ccccn1	13	46*	-4	3	-2.1	41	16	5
32	COc1cccc(NC(=O)c2cccc(S(=O)(=O)N3CCN(Cc4ccccc4)CC3)c2)c1	-10	31	4	-2	2.4	31	29	-4
33	CCCCn1c(SCC(=O)NC2CCCC2)nnc1-c1ccco1	6	5	8	-3	-0.5	6	-13	22
34	Cc1nc2c(c(=O)n1CCC(C)C)c1nc3ccccc3nc1n2Cc1ccc2c(c1)OCO2	29	0	23	5	7.9	5	4	12
35	Nc1cc(=O)[nH]c(N2CCN(c3ccccc3)CC2)n1	3	-4	13	-3	2.2	-10	-11	12
36	N#CC(c1ccc(Cl)nn1)c1ccc(Cl)cc1Cl (stereo unspecified)	17	5	-7	-5	-3.8	-16	-11	56*
37	CC(=O)C[C@H](O)CC(=O)[C@H]1OC(=O)CC/C=C\Cc2ccccc21	-7	7	0	-2	0.8	4	1	-7
38	CC1C(=O)N2CCCc3cc(NC(=O)C(=O)NCc4ccccn4)cc1c32 (stereo unspecified)	4	8	6	2	-0.1	-13	-13	8
39	CCOC(=O)CCn1cnc2ccc([N+](=O)[O-])cc2c1=O	-3	-7	-2	-4	1.7	16	2	-5
40	Cc1c(Cl)cccc1NC(=O)Cn1cnc(S(=O)(=O)N2CCCC2)c1	-15	2	0	-6	0.2	7	9	13
41	CC(C)N(CCn1c(SCC(=O)N2CC(=O)Nc3ccccc32)nc2ccccc2c1=O)C(C)C	7	7	-1	0	1.1	1	-3	30
42	COc1ccccc1C1CC(=O)NC(C)=C1C(=O)OC(C)C (stereo unspecified)	12	-8	-10	-1	-2.3	19	13	11
43	COCCCN1C(=O)c2ccc(C(=O)OCC(=O)N(CCC#N)c3cc(C)cc(C)c3)cc2C1=O	3	4	-2	-2	1.1	14	17	-17
44	O=C(CC1(O)C(=O)N(CN2CCOCC2)c2ccccc21)c1ccccc1 (stereo unspecified)	-3	-19	-16	-1	0.8	-2	16	-8
45	O=C(OCC(=O)N1CCCC1=O)c1nc(Cl)ccc1Cl	8	-2	14	-2	0.9	-4	-3	-13
46	CSCC[C@H](NC(=O)[C@@H]1Cc2ccccc2CN1)C(=O)Nc1ccc2c(c1)OCO2	-25	0	8	-2	3.1	-8	4	29
47	Nc1cc(C(=O)OCC(=O)N2CCCC2=O)ccc1Cl	-14	4	5	1	4.1	16	4	2
48	Cc1cc(Cl)ccc1NC(=O)CN1CCN(C(=O)c2ccco2)CC1	-10	1	20	-2	0.1	9	14	22
49	CCOC(=O)c1c(C)[nH]c(C(=O)OCC(=O)c2ccc3c(c2)NC(=O)CO3)c1C	8	10	5	-3	2.3	6	-2	-3
50	CC(C)c1ccccc1NC(=O)COC(=O)C1(C)CC1(Cl)Cl (stereo unspecified)	5	-18	7	-5	-1.4	29	29	9
51	CCC(=O)Nc1sc2c(c1C#N)CCC2	-9	-1	-10	0	-1.0	5	6	-14
52	Cc1c(/C=N\NC(=O)c2cc3ccccc3o2)c2ccccc2n1C	-23	8	67*	5	0.4	32	6	51*
53	CCN(c1ccccc1)S(=O)(=O)c1ccc(C(=O)N(C)Cc2cccs2)cc1	2	-11	-14	0	1.7	7	-22	12
54	C=CCOc1ccc(C(=O)n2cc(C(=O)OC)c3ccccc32)cc1	-19	12	-16	-1	0.8	31	24	31
55	O=C(Nc1cccc(NC(=O)c2ccco2)c1)c1ccccc1	-10	-10	-23	-1	1.4	4	-54	20
56	O=C(O)CCc1c(C(=O)O)[nH]c2ccccc12	3	9	17	-3	-2.1	-2	-5	21

From no. 55 as far as 56, copied from above:
entry	SMILES	697 NFkB inh	TIM10 inh	Jurkat NFkB inh	UPR XBP1 act	CHOP UPR activ	tim23-1 inh	tim10-1 inh	Mdm2 MdmX PPI
55	O=C(Nc1cccc(NC(=O)c2ccco2)c1)c1ccccc1	-10	-10	-23	-1	1.4	4	-54	20
56	O=C(O)CCc1c(C(=O)O)[nH]c2ccccc12	3	9	17	-3	-2.1	-2	-5	21

(more compounds)
entry	SMILES	697 NFkB inh	TIM10 inh	Jurkat NFkB inh	UPR XBP1 act	CHOP UPR activ	tim23-1 inh	tim10-1 inh	Mdm2 MdmX PPI
57	CN(C)CCCN1C(=O)c2oc3ccc(Cl)cc3c(=O)c2C1c1cccnc1 (stereo unspecified)	12	-1	2	8	1.0	20	-4	9
58	CCOC(=O)C1=C(CC)Nc2ccccc2N=C1NC(=O)c1cc(C)on1	13	4	9	0	1.7	19	20	9
59	Cc1cc(C(F)(F)F)c(C#N)c(SCC(=O)NC2CC2)n1	18	-19	0	7	-0.9	12	10	-1
60	O=C(Cc1cccs1)N(c1ccc(Br)cc1)C1C=CS(=O)(=O)C1 (stereo unspecified)	1	3	-17	-1	-1.3	21	2	14
61	CCOc1ccc(N=Cc2c(O)cc(C)oc2=O)cc1	11	-13	-11	2	3.7	-4	4	10
62	COc1ccc(OC)c(NC(=O)CCN2CC(C)OC(C)C2)c1 (stereo unspecified)	-3	1	-9	0	-0.5	8	6	-8
63	CCOC(=O)N1CC=C2C(C#N)=C(N)C(C#N)(C#N)[C@H](c3ccsc3)[C@H]2C1	10	6	19	0	-0.5	6	17	12
64	CC(=O)c1c(C)[nH]c(C(=O)Nc2ccc(F)c(F)c2F)c1C	-2	-5	-6	-1	2.7	15	3	0

Bioassay records: PubChem BioAssay, Sanford-Burnham Center for Chemical Genomics
